KB-3-1 cytotox: KB-3-1 parental cell cytotoxicity; KB-3-1 viability, CellTiter-Glo ATP luminescence, 72 h; Potency, µM (series often up to 46.1 µM), for inactives: at the top dose activity change, negative = cytotoxic, hits mostly cytotoxic; hit rate 1.4% among 400,000; AID 1347075; note: potency is the fitted concentration of half-maximal effect; % is set by controls: 0 for no effect and ±100 for the full control effect; nearly all actives have a fitted effect of over 60% in size
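Cytotoxicity measured as CellTiter-Glo luminescence after 72 h at 37 C. Compound titrations were pinned onto drug-naive KB-3-1 parental adenocarcinoma cells grown in DMEM with 10% FBS, and normalized data fitted to concentration-response curves.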
HT1080 IDH1KD tx: toxicity to HT-1080 IDH1 knockdown cells (counter line) | HT-1080 IDH1 knockdown viability, ATP luminescence, 48 h | Potency, µM (series often up to 46.1 µM), without a hit: at the top dose activity, negative = toxicity, actives largely listed as cytotoxic | hit rate 2% among 360,000 | AID 686971;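 note: potency is the fitted concentration of half-maximal effect; 0% = DMSO wells and -100% = cell-free medium wells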
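Viability of IDH1-knockdown HT-1080 fibrosarcoma cells was assessed by CellTiter-Glo after 48 h at 37 °C with titrated compound; concentration-effect curves were classified by fit quality and response size.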
IL1B secr inh: blocks inflammasome-driven IL-1 beta release. THP-1 LPS/ATP IL-1B secretion, AlphaLISA, 16 h; stronger effect = lower value. activity change, % at 57.5 µM. hit rate 4.7% among 360,000. AID 743279; in the data active = activity change below about -50%; inconclusive = mostly about -30% to -49%; note: % is set by controls: 0 for no effect and ±100 for the full control effect
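Secreted IL-1B measured by AlphaLISA bead assay after 16 h compound exposure of THP-1 cells; compounds (final up to 57.5 uM) added 1 h before LPS (250 ng/mL) and ATP (1.25 mM) stimulation; lower signal means less secretion.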
ATXN2 expr inh: ATXN2 expression inhibition | hit rate 0.72% among 360,000 | HEK-293 ATXN2-luciferase reporter, luminescence, 24 h | AID 1745845 | Potency, µM (doses to about 57 µM), for inactives: top-dose activity change, negative = inhibition, most hits filed as inhibitors; note: potency is the fitted concentration of half-maximal effect; % is set by controls: 0 for no effect and ±100 for the full control effect; nearly all actives have a fitted effect of over 55% in size
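ATXN2-luciferase reporter cells (luciferase flanked by upstream and downstream ATXN2 gene portions) were treated 24 h at 37 °C with compounds at up to 57 uM. SteadyGlo luminescence gave expression; GF-AFC fluorescence gave viability.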
SW480 rereplic: induces DNA re-replication in SW480 colon adenocarcinoma cells | Potency, µM (top dose mostly 46.1 µM), for the others: top-dose re-replication activation, hits mostly activators | SW480 DNA re-replication, Hoechst DNA content imaging, 48 h | hit rate 1.8% among 340,000; note: potency is the fitted concentration of half-maximal effect; % of control where 0% means no effect; nearly all actives have a fitted effect of over 55% in size
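Treated cells incubate 48 hr (37 C, 5% CO2), are stained 40 min with Hoechst, and nuclear fluorescence is enumerated; a rise in nuclei with high DNA signal marks re-replication.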
HT1080-NT tox: kills 2HG-producing HT-1080-NT fibrosarcoma cells. HT-1080-NT fibrosarcoma viability, CellTiter-Glo ATP luminescence, 48 h. Potency, µM (titrated, usually from 46.1 µM), without a hit: at the top dose activity, negative = less viability, most hits filed as cytotoxic. hit rate 1.6% among 360,000. AID 686970;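 note: NT is the 2HG producing partner of a matched IDH1 knockdown line; potency is the fitted concentration of half-maximal effect; 0% = DMSO-treated cells and -100% = media-only wells without cells; nearly all actives have a fitted effect of over 55% in size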
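750 cells/well, RPMI + 5% FBS; 2 h settle, compound pin-transfer, 48 h at 37 degrees C. CellTiter-Glo 10 min RT, luminescence. Normalized to DMSO and media-only wells.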
MCF10A rerep: DNA re-replication induction in MCF 10a cells | Potency, µM (doses to about 46.1 µM), for the others: at the top dose activity, positive = re-replication, hits mostly activators | MCF 10A DNA re-replication, Hoechst nuclear intensity, 48 h | hit rate 2.9% among 350,000; note: potency is the fitted concentration of half-maximal effect; % of control where 0% means no effect; nearly all actives have a fitted effect of over 50% in size
ATXN viability: viability counter-screen for ATXN expression inhibitors | S2 cells (HEK-293 line with an ATXN2-luciferase reporter) viability, CellTiter-Fluor protease fluorescence, 24 h | Potency, µM (series often up to 56.7 µM), most hits filed as cytotoxic | hit rate 0.49% among 400,000 | AID 651635; note: potency is the fitted concentration of half-maximal effect; nearly all actives have a fitted effect of over 40% in size
HepG2 viability: HepG2 cytotoxicity, counter-screen for TGF-b inhibitors; AID 588856; hit rate 0.76% among 410,000; Potency, µM (series often up to 46.1 µM), inactives show at the highest dose activity change, negative = cytotoxicity, hits mostly cytotoxic; HepG2 CAGA-GFP viability, ATP luminescence, 18 h; note: potency is the fitted concentration of half-maximal effect; some results filed as inactive show a strong effect at the top dose
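HepG2 CAGA-GFP cells (1000/well, DMEM with 1% FBS) received compound, then TGF-beta at 500 pg/mL final, and were incubated 18 hours at 37 degrees C. Viability was read by CellTiter-Glo luminescence. Media-only wells were set as complete cell-killing and DMSO as no toxicity.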
An asterisk follows results filed as active; i = inactive; ? = inconclusive; / = not tested or not shown; & = joins results of further samples; [ ] = remark or other dose. Unless noted, calls come from the whole dose curve; as a rule, active = well fitted curve in the direction sought with a large enough effect; inconclusive = small, poorly fitted or top-dose-only effect, or another doubt; inactive = no such curve, though single readings can be large; an effect the other way counts as inactive or inconclusive.

SMILES | KB-3-1 cytotox | HT1080 IDH1KD tx | IL1B secr inh | ATXN2 expr inh | SW480 rereplic | HT1080-NT tox | MCF10A rerep | ATXN viability | HepG2 viability
COc1cc(/C=N\Nc2ccc([N+](=O)[O-])cc2)ccc1OCC(=O)Nc1ccc(C)c(C)c1 | ? | 4% | 55 | -25% | 21µM* | -1% | 5.8µM* | ? | 4%
CN(c1ccccc1)S(=O)(=O)c1cccc(C(=O)NCc2ccccc2)c1 | -5% | -12% | -14 | / | -5% | -3% | 6% | ? | -20%
O=C(Nc1ccc(OC(=O)c2cccs2)cc1)c1ccco1 | 1% | 9% | -25 | -13% | 2% | 9% | 7% | ? | 0%
CC(C)(O)C#Cc1cccc(-c2nc(C(=O)NCCCN3CCOCC3)cc3c2[C@H](CCO)N(S(=O)C(C)(C)C)C3)c1 (some centres not stated) | 0% | 11% | -9 | -7% | / | 24% | / | i | -55%
COc1ccc(CNC(=O)COC(=O)C2=COCCO2)cc1 | 13% | 0% | 6 | 2% | 0% | -1% | -5% | i | -6%
Cc1cccc(NC(=O)Cn2c(=O)oc3ccccc32)n1 | 8% | 11% | 27 | 15% | 3% | 22% | 0% | i | 4%
O=C(c1ccc(S(=O)(=O)N2CCCCC2)cc1)N1CCN=C1SCc1cccnc1 | -1% | 2% | 1 | -1% | -3% | 1% | 2% | i | 8%
O=C(Nc1cccc(-n2cnnn2)c1)C1CCCN(Cc2cccc(C(F)(F)F)c2)C1 (configuration not stated) | 0% | 0% | i | -27% | ? | -8% | ? | ? | 23%
CCCn1c(COc2ccc(C(=O)O)cc2)nc2ccccc21 | 18% | 12% | 17 | -26% | -13% | 14% | -9% | i | -32%
Cc1noc(C)c1-c1ccc(C(=O)NCc2ccncc2)c2occc12 | -20% | -15% | 61 | 35%[activator] | / | -14% | / | i | -33%
CCOC(=O)C1CCN(CCC(=O)Nc2ccc(C)cc2)CC1 | -26% | 12% | -13 | -3% | 0% | 15% | 1% | i | 5%
C=CCOc1cccc(C2/C(=C(/O)c3ccccc3)C(=O)C(=O)N2CCN2CCOCC2)c1 (configuration not stated) | 4% | 1% | 16 | 3% | 6% | -5% | 3% | i | -20%
COc1ccc(CNC(=O)c2ccc3c(=O)n4c(nc3c2)CCCCC4)cc1OC | ? | ? | 13 | -17% | -7% | ? | 4% | i | -1%
CNc1nnc(SCC(=O)c2cc(C)n(C3CC3)c2C)s1 | -1% | -1% | -18 | / | -5% | 8% | -1% | i | -10%
Cc1c(NC(=O)C(C)c2ccc(CC(C)C)cc2)c(=O)n(-c2ccccc2)n1C (configuration not stated) | 16% | -6% | 6 | 7% | 1% | -1% | 4% | i | -44%
O=C(NCc1ccncc1)Nc1cccc(Cl)c1 | 14% | -7% | 42 | 3% | 4% | -15% | 0% | i | -3%
Cc1ccccc1-n1c(-c2ccc3ccccc3n2)n[nH]c1=S | 9% | 6% | / | -2% | -44%[inhibitor] | 9% | -3% | i | -25%
NC(=O)CCCc1nc(-c2ccccc2Cl)no1 | ? | 37% | 15 | 6% | -4% | 6% | 0% | i | -21%
O=[N+]([O-])c1ncn(C23CC4CC(CC(C4)C2)C3)n1 | -6% | 0% | -3 | 21% | -21% | -1% | -2% | ? | 10%
COc1ccc(NC(=O)C(Cc2ccccc2)NS(=O)(=O)c2ccc3c(c2)CCN3C(C)=O)cc1 (configuration not stated) | -1% | / | / | -24% | / | / | / | i | -4%
O=C(Nc1ccccc1)N(Cc1ccc2c(c1)OCO2)Cc1nc2ccccc2c(=O)[nH]1 | 4% | -16% | ? | 19% | 5% | -12% | -7% | i | -13%
Cc1cccc(NC2=NCC(=O)N2Cc2cccs2)c1 | 2% | 8% | 0 | / | 3% | -1% | 1% | i | 0%
Cc1cc(C)c2c(N)c(S(=O)(=O)c3ccccc3)sc2n1 | -3% | -30% | 39 | 0% | 2% | -19% | ? | i | -27%
CNS(=O)(=O)c1ccc(NC(=S)Nc2ccc3c(c2)OCO3)cc1 | -8% | 0% | -14 | 36% | 26% | 3% | ? | i | -3%
CCOC(=O)N1CCC(NC(=O)CS(=O)(=O)Cc2nc(-c3ccc(C)cc3)oc2C)CC1 | -2% | 5% | -1 | 0% | -28% | 7% | 7% | i | 5%

Continued.
SMILES | KB-3-1 cytotox | HT1080 IDH1KD tx | IL1B secr inh | ATXN2 expr inh | SW480 rereplic | HT1080-NT tox | MCF10A rerep | ATXN viability | HepG2 viability
C[C@H](NC(=O)CCCOc1ccc(Cl)cc1Cl)c1nnc2ccccn12 | 26% | -2% | 17 | -2% | ? | 0% | 0% | i | -1%
COc1ccc(CNC(=O)CSc2nnc3nc(C)cc(C)n23)cc1OC | 26% | 9% | -3 | -22%[11.3 µM] | -20% | 11% | -2% | i | -5%
O=C(NCCCn1ccnc1)c1ccc(Br)s1 | -4% | 6% | 0 | 26% | 2% | 13% | 18% | i | 17%
CCOC(=O)c1c(NC(=O)CSc2cn(CCNC(=O)c3c(F)cccc3F)c3ccccc23)sc2c1CCCC2 | ? | / | / | -9% | / | / | / | ? | -2%
C[C@H](CO)N1C[C@H](C)[C@@H](CN(C)C(=O)c2ccc(F)cc2)Oc2cc(Br)ccc2S1(=O)=O | ? | -20% | 17 | -12% | / | -7% | / | i | 7%
CN(CCc1ccccc1)C(=O)c1cccc(NC(=O)Cc2cccc(NC(=O)C3CCCN(C(=O)C4CCC4)C3)c2)c1 (configuration not stated) | 0% | -3% | -17 | -17% | -30%[inhibitor] | -3% | ? | i | -39%
CCN(CC)S(=O)(=O)c1cc(C(=O)OC)ccc1Cl | -3% | 0% | 27 | -1% | 3% | -13% | -180%[0.0737 µM] | i | 4%
O=C(NCCc1csc(-c2cccnc2)n1)c1ccc(Br)o1 | -7% | 0% | -7 | -26% | -4% | 2% | 9% | / | 1%
Cc1ccc(C(=O)NN2C(=O)C3C4c5ccccc5C(c5ccccc54)C3C2=O)cc1 (configuration not stated) | 0% | 4% | 19 | 8% | -7% | 4% | 13% | i | 12%
N#CCCN(C(=O)COc1ccc(Cl)cc1Cl)c1ccccc1 | 11% | 11% | 22 | 10% | 23% | 2% | 3% | i | 13%
CCc1nc2n[nH]c(N)c2c2c1CCCC2 | 0% | -3% | ? | 1% | -1% | -1% | 3% | i | -19%
Cc1cccc(NC(=O)c2ccc(OCC(=O)NCc3ccccc3)cc2)c1C | 0% | -12% | 22 | 3% | -1% | -4% | -4% | i | -12%
CN1C(=O)/C(=C/c2ccccc2OCc2ccc(C(=O)O)cc2)NC1=S | -7% | 0% | -4 | 3% | 1% | -3% | -13% | i | 17%
Cc1ccc2nc(Cn3cc(C(F)(F)F)ccc3=O)cc(=O)n2c1 | 6% | 3% | -26 | 10% | 13%[1.84 µM] | 3% | 2% | i | 3%
COC(=O)c1ccc(NC(=O)c2ccc(OC(C)=O)c(OC)c2)cc1 | -23% | -23% | -59* | 31%[activator] | 0% | -20% | 0% | i | -42%
O=c1c2cc(Cl)ccc2nc(-c2ccc(Cl)c(Cl)c2)n1O | ? | 14% | 15 | / | 6% | 1% | ? | ? | -28%
COC(=O)Nc1ccc(S(=O)(=O)N2CCC(C(=O)NC3CCCCC3)CC2)cc1 | -6% | -2% | -7 | / | 5% | -9% | 4% | i | -10%
CCOC(=O)/C(C#N)=C\c1cc(OC)c(OC)cc1[N+](=O)[O-] | 17% | -19% | 0 | -6% | ? | -12% | ? | i | -7%
CC1CCN(C(=O)c2[nH]cnc2C(=O)NCC(=O)OC(C)(C)C)CC1 | 8% | 0% | 0 | 8% | -4% | 11% | 20% | i | -23%
CCOC(=O)C1CCN(C(=O)c2cc(C)n(C(C)(C)C)n2)CC1 | -3% | -3% | 13 | 24% | 21% | -14% | 18% | i | 1%
CCOc1ccc(NC(=O)CCCn2c(C)c3cnn(-c4ccccc4)c(=O)c3c2C)cc1 | -2% | / | / | -4% | / | / | / | i | 6%
Nc1ccccc1Sc1ccc(C(F)(F)F)cc1[N+](=O)[O-] | 10% | -2% | -6 | -4% | 2% | 0% | ? | ? | 2%
CCO/C([O-])=N/c1c[n+](N2CCOCC2)no1 | 0%&0% | -1%&10% | 13&21 | 6%&5%&14% | -11% | ? | 9% | i | 3%&-1%
COc1ccc(Nc2nc3c(C)cccn3c(=O)c2C=NCc2ccccc2)cc1 | 12% | -11% | -13 | / | -2% | 9% | 1% | i | 2%
N#CC1=C(N)C2=CCCC[C@H]2[C@H](c2cccc(F)c2)C1(C#N)C#N | -7% | 16µM* | -94* | -10% | 19% | ? | 21µM* | i | 1%

Going on with the list:
SMILES | KB-3-1 cytotox | HT1080 IDH1KD tx | IL1B secr inh | ATXN2 expr inh | SW480 rereplic | HT1080-NT tox | MCF10A rerep | ATXN viability | HepG2 viability
Cc1nccn1CCCNC(=O)CC1C(=O)NCCN1Cc1ccc(Cl)c(F)c1 (configuration not stated) | 0% | 6% | 11 | / | -4% | 1% | 2% | ? | -40%
O=[N+]([O-])c1cccc(/C=N/Nc2nnc(-c3ccccc3)c(-c3ccccc3)n2)c1 | 0% | -2% | 19 | -10% | 0% | 3% | 2% | ? | 5%
COc1cc(/C=C2\SC(=S)N(NS(=O)(=O)c3ccccc3)C2=O)ccc1O | 6% | 4% | -4 | / | -7% | -4% | 20% | ? | -13%
O=C(/C=C/c1c(Cl)cccc1Cl)NCc1ccccc1 | 9% | -28% | 1 | -6% | -3% | -18% | 2% | i | 0%
CCN(CC)CCNC(=O)c1cc([N+](=O)[O-])c(N(C)C)cc1OC | ? | ? | -5 | -12% | 0% | 23% | -2% | i | 7%
CN(c1ccccc1)S(=O)(=O)c1cccc(NC(=O)CSc2nncs2)c1 | ? | -10% | 1 | -12% | ? | -7% | -5% | i | 8%
Cc1nc(CCNC(=O)C2CCC(=O)N(CCc3cccc(F)c3)C2)sc1C (configuration not stated) | / | 9% | -5 | 1% | 8% | -8% | -8% | i | 5%

Assay outcomes: PubChem BioAssay, National Center for Advancing Translational Sciences (NCATS)
